Compound activity from PubChem BioAssay.
eIF4E-4G inh: inhibitors of eIF4E and eIF4G interaction in translation initiation; inhibition, % at 21.7 µM; 220,000 compounds, 0.37% hits; P63073+Q04637; TR-FRET eIF4E-eIF4GI(517-606) binding, 2 h;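 active = inhibition above about 30%, limit read from the data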;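 note: 0% = full FRET control wells and 100% = background wells lacking eIF4GI fragment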
Ba/F3 V617F tox: loss of viability in JAK2V617F-driven Ba/F3 cells. 220,000 compounds, 1.1% hits. inhibition, % at 5.6 µM. Ba/F3 EpoR-JAK2V617F viability, ATP luminescence. AID 1446;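 active = inhibition above the campaign mean plus 3 SD over all tested compounds, cut at about 24% in these data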;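 note: cytokine-independent growth of Ba/F3 cells driven by EpoR plus mutant JAK2; 0% = DMSO-treated cells and 100% = JAK inhibitor I control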
BaF3 tox: counter-screen for JAK2V617F inhibitors: parental Ba/F3 viability inhibitors. AID 1486. inhibition, % at 5.6 µM. 220,000 compounds, 1.1% hits. CellTiter-Glo ATP luminescence;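 active = inhibition above a per-campaign cutoff, the mean inhibition of all tested compounds plus 3 SD, cut at about 27% in these data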;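 note: 0% = DMSO wells and 100% = JAK Inhibitor I control wells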
S1P4 agonist: activates the human S1P4 receptor | O95977 | S1P4-expressing cell line, agonist reporter assay | activation, % at 4.98 µM | 220,000 compounds, 0.35% hits | AID 1509; in the data active = activation above about 11%;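 note: 0% = DMSO vehicle and 100% = reference agonist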
Target sequence (O95977 whole entry, looked up): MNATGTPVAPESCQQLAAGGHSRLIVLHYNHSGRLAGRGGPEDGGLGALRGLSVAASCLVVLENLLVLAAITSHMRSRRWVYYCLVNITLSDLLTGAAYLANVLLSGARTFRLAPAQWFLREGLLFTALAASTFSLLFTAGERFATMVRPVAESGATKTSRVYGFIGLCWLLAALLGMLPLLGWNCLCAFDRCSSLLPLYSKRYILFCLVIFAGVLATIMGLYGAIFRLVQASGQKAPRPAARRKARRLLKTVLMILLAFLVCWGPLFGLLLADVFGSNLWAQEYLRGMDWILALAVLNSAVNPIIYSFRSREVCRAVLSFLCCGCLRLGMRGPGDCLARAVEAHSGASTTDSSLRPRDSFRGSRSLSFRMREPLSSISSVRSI
MDM2 E3 inh: blocks human Mdm2 ubiquitin ligase activity | signal enhancement, % at 5 µM | 210,000 compounds, 0.11% hits | cell-based MDM2 ubiquitination luciferase reporter, 2 h; 0 = plate control, 100 = twice control, blank-subtracted;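 active = signal enhancement of 30% or more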;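 note: luminescence tracks abundance of the self-degrading MDM2-luciferase fusion protein; higher signal means inhibition of MDM2 E3 ligase activity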
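Assay system: stable mammalian line carrying autodegrading MDM2–luciferase fusion reporter; Input: 2000 cells in each well; Compound dosing: single-point 5 µM; Schedule: 2 h compound exposure at 37 °C; Signal: SteadyLite luciferase luminescence after 15 min room-temperature reagent incubation; Evaluation: % luminescence enhancement versus blank-corrected plate control mean; Benchmarks: plate controls and plate blanks.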
NPY-Y2 PAM-ag: potentiates or activates human NPY-Y2 receptor; P49146; cells expressing NPY-Y2, potentiator/agonist read-out; activation, % at 3.6 µM; 220,000 compounds, 0.45% hits; in the data active = activation above about 27%;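 note: cells stimulated with NPY near EC25 plus isoproterenol at EC100; 0% = vehicle plus submaximal agonist and 100% = vehicle plus saturating agonist; some results beyond the cut were filed as inactive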
Target sequence (P49146 whole entry, looked up): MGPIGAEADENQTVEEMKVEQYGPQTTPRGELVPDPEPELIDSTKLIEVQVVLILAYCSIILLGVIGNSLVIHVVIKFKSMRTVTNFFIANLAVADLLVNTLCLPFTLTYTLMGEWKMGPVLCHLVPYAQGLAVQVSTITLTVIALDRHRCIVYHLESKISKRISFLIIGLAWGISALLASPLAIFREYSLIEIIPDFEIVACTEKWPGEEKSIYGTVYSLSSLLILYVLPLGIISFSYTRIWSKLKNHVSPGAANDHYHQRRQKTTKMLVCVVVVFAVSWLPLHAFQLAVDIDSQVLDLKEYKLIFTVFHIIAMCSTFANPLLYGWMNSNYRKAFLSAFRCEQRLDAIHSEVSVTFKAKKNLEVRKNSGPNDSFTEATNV
PERK inhibitor: blocks human PERK kinase; Q9NZJ5; CHO PERK-DD fusion, SEAP luminescence translation reporter; inhibition, % at 5.6 µM; 220,000 compounds, 0.17% hits; AID 1416;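 active = inhibition above the mean inhibition of all tested compounds plus 3 SD, set separately per screening campaign, cut at about 2.9% in these data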;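 note: PERK kinase domain activated by AP20187 dimerizer at 100 nM; 0% = DMSO with dimerizer and 100% = rapamycin at 8.4 µM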
Wee1 degr inh: blocks degradation of human Wee1 kinase | HeLa Luc-Wee1K328M stability, luciferase luminescence; 100% = proteasome inhibitor MG132 effect | reporter increase, % at 5 µM | 220,000 compounds, 1.2% hits | AID 1321;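 active = activation above the mean of all tested compounds plus 3 SD, set per screening run, cut at about 8.8% in these data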;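 note: cells exposed to compound for 20 h before luminescence read; 0% = DMSO alone and 100% = MG132 at 30 µM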
S1P4 antagonist: antagonists of human S1P4 receptor; 220,000 compounds, 0.26% hits; inhibition, % at 4.98 µM; AID 1510; O95977; S1P4-expressing cells, antagonist mode, reporter read-out; in the data active = inhibition above about 29%;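 note: 0% = wells stimulated with agonist and 100% = vehicle wells without agonist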
The depositor's hits bear a star; / = no result given; & = joins results of further samples; ! = repeats disagree; [ ] = dose if it differs, or a comment.

SMILES	eIF4E-4G inh	Ba/F3 V617F tox	BaF3 tox	S1P4 agonist	MDM2 E3 inh	NPY-Y2 PAM-ag	PERK inhibitor	Wee1 degr inh	S1P4 antagonist
O=C(/C=C/c1ccccc1)Oc1ccccc1C(=S)N1CCOCC1	2	2	3	0.5	-6	9	-0.5	3	6
c1ccc(-c2cn3c(n2)SCC3)cc1	4	-3	0	2.1	-7	-7	1.1	0	-4
COc1cccc(N2C(=O)/C(=C\c3cccs3)NC2=S)c1	-2	1	4	0.8	6	69*	1.1	-1	-6
COc1ccc(C(=O)N2CCC(C(=O)Nc3ccccc3C)CC2)cc1OC	-2	0	2	-0.1	-3	-2	0.7	-1	-14
C=C(C)C(=O)Nc1ccc2c(c1)OCCOCCOCCO2	5	1	0	0.2	-10	-2	1.8	-4	-6
NC1=NN=C(c2ccc3c(c2)OCCO3)CS1	1	-1	3	0.4	-70	-10	0.5	-2	-8
O=C(c1ccccc1)N1CCN(CC2CC=CCC2)CC1 (centres undefined)	-2	2	5	1.4	-8	6	-1.1	2	-23
Cc1cc(C)c2cc(C#N)c(NCCNC(=S)NCCCN3CCOCC3)nc2c1	-2	-2	1	2.0	-6	-6	-1.4	0	-11
Fc1ccc(CNCc2ccccc2C(F)(F)F)cc1	-14[fluorescence artefact?]	1	3	-0.1	-12	2	1.0	-1	-13
CC(=O)c1ccc(N2CCN(C(=O)c3ccc4c(=O)n(-c5ccccc5)c(=O)[nH]c4c3)CC2)cc1	4[fluorescence artefact?]	4	6	0.1	-30	-17	-0.5	-4	6
COC(=O)c1ccccc1NC(=O)C1CCCO1 (centres undefined)	2	-1	1	1.1	11	-6	0.9	-1	12
Cc1ccc(Nc2cc(C)nc(N3CCOCC3)n2)c(C)c1	4	0	6	-0.4	-6	-11	-0.5	1	0
CCC(=O)OC1CSc2nc3ccccc3n2C1 (centres undefined)	2[fluorescence artefact?]	-2	3	-0.8	-17	4	1.3	-4	-19
Cc1c(C(=O)NCc2cccnc2)oc2ccc(S(=O)(=O)N3CCC4(CC3)OCCO4)cc12	2	-3	2	-1.8	-16	14	-0.5	-2	1
COc1ccccc1NC(=O)CN1CCN(CC(=O)Nc2ccc(F)cc2)CC1	-6	-6	3	-3.4	-33	12	-0.2	2	-13
NS(=O)(=O)c1ccc(Sc2nc3ccccc3s2)c([N+](=O)[O-])c1	-1	65*	21	3.8	-4	-18	2.6	0	4
Cc1ccc(C)c(NC2=NC3(CCCCC3)N=C(N)N2)c1	4	-4	1	-0.3	-7	13	0.7	-2	6
c1ccc(-c2cnnc(SCc3cn4cccnc4n3)n2)cc1	6	7	3	0.5	-19	-7	-0.6	2	-14
COc1cccc(-n2nnc3c(=O)n(CC(=O)NCC4CCCO4)cnc32)c1 (centres undefined)	0	2	3	0.1	0	-3	-0.6	1	-6
CC(C)N(C)CCOC(=O)c1ccccc1Br	-8	1	2	-0.1	-6	0	-0.5	1	-36
CCOC(=O)c1cnc2c(c(C)nn2CC)c1NC1CC1	1	3	9	-1.2	-1	-10	1.2	2	-8
O=C(Nc1ccc(O)cc1)c1cc2n(n1)C(C(F)(F)F)CC(c1ccco1)N2 (centres undefined)	3	7	9	0.9	7	31	1.2	2	-17
Cc1noc(C)c1COc1cccc(C(=O)Nc2ccc(OCc3ccccc3)cc2)c1	2[fluorescence artefact?]	1	8	-0.6	-3	-10	-0.2	-1	-8
CC(C)C1N(C(=O)CN2CCCCC2)CCN1S(=O)(=O)c1ccccc1 (centres undefined)	0	-4	1	0.7	/	-3	1.0	6	-7
CCOC(=O)COc1ccc(S(=O)(=O)NCc2ccncc2)cc1	-3[fluorescence artefact?]	-1	1	0.8	-5	15	0.5	-1	-10

Remaining list, next part:
SMILES	eIF4E-4G inh	Ba/F3 V617F tox	BaF3 tox	S1P4 agonist	MDM2 E3 inh	NPY-Y2 PAM-ag	PERK inhibitor	Wee1 degr inh	S1P4 antagonist
FC(F)(F)c1ccccc1NC(=S)N1CCN(c2ccccn2)CC1	3	-2	2	2.2	-1	8	0.0	0	-4
O=C(CSc1ccc(Br)cc1)NCC1CCCO1 (centres undefined)	3	3	4	0.6	-12	-5	0.1	0	-9
CS/C(=C\[N+](=O)[O-])Nc1ccc(OC(F)(F)F)cc1	-4	4	-1	-0.2	-12	-5	0.5	-1	-3
CC1CC(=O)C2=C(C1)OC(N)=C(C#N)C2c1coc2ccccc2c1=O (centres undefined)	5	0	2	3.5	-20	-1	-0.3	-4	-3
CCOc1cc(-c2nc(-c3ccc(C)nc3OC)no2)cc(OCC)c1OCC	1	-3	2	-1.3	-6	-5	0.6	-1	-9
O=C(COC(=O)c1cncc(Br)c1)NCc1ccccc1Cl	-3	0	6	0.6	-10	5	0.1	-1	-22
O=C(Nc1ccc(N2CCOCC2)cc1)c1cn2ccccc2n1	3	4	6	-4.2	-48	4	1.6	-1	10
CCOc1ccc(C(C)=O)cc1CSc1nnnn1-c1ccc(O)cc1	-1	3	1	1.4	-9	2	0.8	-2	-18
O=C(Nc1ccc2[nH]c(=O)[nH]c2c1)c1c(F)c(F)c(F)c(F)c1F	-2	1	-1	-0.2	-46	-8	0.2	1	1
Cc1ccc(C)c(OCC(=O)Nc2nc3ccc([N+](=O)[O-])cc3s2)c1	1	-1	3	1.9	-7	-6	0.0	-1	-7
C=CCNC(=O)c1cc2cccc(OC)c2oc1=O	-3	-3	-2	-0.5	-8	5	0.1	-2	-4
CCOC(=O)/C=c1\s/c(=C\c2ccc(C(=O)OC)cc2)c(=O)n1CC(=O)Nc1ccccc1	1	-2	4	2.0	-10	7	0.5	-1	5
CN(C)C(CNC(=S)Nc1ccc(F)cc1)c1cccnc1 (centres undefined)	1	3	4	1.6	-21	-4	-0.2	10*	2
Cc1ccc(NC(=O)C2=C(c3ccccc3)S(=O)(=O)CCS2(=O)=O)cc1	3	71*	0	-1.5	6	55*	0.2	1	45*
CC(=O)NCCCNc1ccc([N+](=O)[O-])cc1	2	-3	0	1.4	-1	10	0.1	2	-11
N#Cc1ccccc1Cn1cc(/C=N/Nc2ccc([N+](=O)[O-])cn2)c2ccccc21	2	2	4	1.9	-15	3	0.1	-3	-1
CCN1CCN(CCC(=O)Nc2cccc(OC)c2)CC1	-1	-3	-1	-0.4	-5	2	0.8	-1	-7
COc1cccc(CN2CCCC(C(=O)c3ccc4c(c3)OCO4)C2)c1O (centres undefined)	2	2	3	-1.5	2	12	-1.6	-3	-2
CCn1c2ccccc2c2nnc(SCc3ccccc3)nc21	9	-3	-1	-1.5	-15	-17	-0.5	-2	12
C/C(=N\NC(=O)CSc1nc2ccccc2c(=O)n1-c1ccccc1C)c1cccs1	-3	0	7	-1.9	5	-6	0.9	-1	-14
CN(CCCNC(=O)c1cc2c(=O)[nH]c3ccccc3c2n1C)Cc1ccccc1	-1	-1	-1	-0.3	-14	-18	1.1	-2	-7
CCOC(=O)N1CCN(S(=O)(=O)N(C)C)CC1	6[fluorescence artefact?]	1	5	2.7	-4	9	0.9	-2	2
CCOC(=O)C1=C(c2ccccc2)O/C(=C(/C(=O)OC)C(F)(F)F)S1	-58[fluorescence artefact?]	0	5	0.7	-14	-14	-0.3	1	-13
Cc1cccc(Cn2cnc3c(nnn3Cc3ccccc3F)c2=O)c1	0	3	8	-2.3	-21	-18	-1.2	0	5
COc1ccc(C(=O)NC(=S)NNC(=O)c2ccc(NC(C)=O)cc2)cc1Br	-1	-3	4	0.2	4	-4	0.6	-1	-13

Full records, quoted from the list. Order of screens: eIF4E-4G inh, Ba/F3 V617F tox, BaF3 tox, S1P4 agonist, MDM2 E3 inh, NPY-Y2 PAM-ag, PERK inhibitor, Wee1 degr inh, S1P4 antagonist
Results for `CN(CCCNC(=O)c1cc2c(=O)[nH]c3ccccc3c2n1C)Cc1ccccc1` : -1, -1, -1, -0.3, -14, -18, 1.1, -2, -7
Results for `COc1cccc(-n2nnc3c(=O)n(CC(=O)NCC4CCCO4)cnc32)c1` (centres undefined) : 0, 2, 3, 0.1, 0, -3, -0.6, 1, -6
Results for `O=C(COC(=O)c1cncc(Br)c1)NCc1ccccc1Cl` : -3, 0, 6, 0.6, -10, 5, 0.1, -1, -22
Results for `Cc1ccc(Nc2cc(C)nc(N3CCOCC3)n2)c(C)c1` : 4, 0, 6, -0.4, -6, -11, -0.5, 1, 0
Results for `C/C(=N\NC(=O)CSc1nc2ccccc2c(=O)n1-c1ccccc1C)c1cccs1` : -3, 0, 7, -1.9, 5, -6, 0.9, -1, -14

(list continues)
SMILES	eIF4E-4G inh	Ba/F3 V617F tox	BaF3 tox	S1P4 agonist	MDM2 E3 inh	NPY-Y2 PAM-ag	PERK inhibitor	Wee1 degr inh	S1P4 antagonist
CC1(C)CC(NCCC(c2ccccc2)c2ccco2)CCO1 (centres undefined)	-2	-2	1	-0.9	1	4	-1.2	-3	-1
CCOC(=O)Cc1nnc(NC(=O)CC)s1	11	1	3	1.9	-3	-7	0.8	0	-13
COc1cc(C(=S)N2CCN(C)CC2)ccc1OCC(=O)NCc1ccccc1	-2	-1	6	-0.5	-7	-1	0.1	-2	6
N/C(=N\c1nc2ccccc2o1)NC(=O)c1ccc(F)cc1	-4	4	7	0.7	-11	-15	-0.2	-1	-24
O=C(Nc1nc(NC(=O)c2ccco2)n(-c2ccccc2)n1)c1ccccc1	15	36*	51*	-2.1	-18	-7	-1.2	1	6
C(=N\N1CCN(Cc2cccc3ccccc23)CC1)/c1cccnc1	-9	-1	-1	3.0	-6	-8	-0.9	-2	-15
Cc1oc(-c2ccccc2Cl)nc1CSCC(=O)O	-1[fluorescence artefact?]	-4	7	-2.5	-5	-7	1.2	-1	0
CCOC(=O)c1ncn2c1CN(C)C(=O)c1cc(F)ccc1-2	7&1	-1&-1	-6&1	1.3&-0.9	/	-9&9	3.1*!	-3&-2	-1&-11
N#Cc1ccccc1NC(=S)Nc1ccc(F)cc1	-4	3	2	0.5	-46	3	0.2	-1	-4
CCOC(=O)CSc1nc2cccnc2n1-c1ccc(F)cc1	3[fluorescence artefact?]	-3	-3	-0.3	-20	5	0.5	-3	2
COc1ccc(S(=O)(=O)N2CCNC(=O)C2)cc1Br	-4	-2	0	-0.4	-5	4	1.0	-2	0
COc1ccc(N(CC(=O)N2CCN(Cc3ccc4c(c3)OCO4)CC2)S(C)(=O)=O)cc1OC	0	3	7	-1.2	-13	-8	-0.3	3	-1
CCOC(=O)Cc1c(C)nc2c(-c3cccc(Br)c3)cnn2c1C	18[fluorescence artefact?]	-1	1	-0.2	4	10	0.8	10*	-11

Taken from above.
CCOC(=O)c1ncn2c1CN(C)C(=O)c1cc(F)ccc1-2 in eIF4E-4G inh: 7&1
N/C(=N\c1nc2ccccc2o1)NC(=O)c1ccc(F)cc1 in Wee1 degr inh: -1

Outcome played no part in choosing rows (roughly 4.1% active in at least one column).
